Compound activity (PubChem)
NTR1 ag: agonists of NTR1, primary screen, imaging, U2OS cells, beta-arrestin-GFP, high content (AID 493036); P30989; NTR1-U2OS beta-arrestin-GFP spot imaging, agonist mode; activation, % at 20 µM; 330,000 compounds, 0.17% hits;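 active = activation at or above 40% of the spot to cytoplasm intensity ratio, with at least 20 cells analyzed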;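 also: 0% = DMSO without peptide and 100% = 100 nM NTR1 peptide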
Target sequence (P30989 whole entry, looked up): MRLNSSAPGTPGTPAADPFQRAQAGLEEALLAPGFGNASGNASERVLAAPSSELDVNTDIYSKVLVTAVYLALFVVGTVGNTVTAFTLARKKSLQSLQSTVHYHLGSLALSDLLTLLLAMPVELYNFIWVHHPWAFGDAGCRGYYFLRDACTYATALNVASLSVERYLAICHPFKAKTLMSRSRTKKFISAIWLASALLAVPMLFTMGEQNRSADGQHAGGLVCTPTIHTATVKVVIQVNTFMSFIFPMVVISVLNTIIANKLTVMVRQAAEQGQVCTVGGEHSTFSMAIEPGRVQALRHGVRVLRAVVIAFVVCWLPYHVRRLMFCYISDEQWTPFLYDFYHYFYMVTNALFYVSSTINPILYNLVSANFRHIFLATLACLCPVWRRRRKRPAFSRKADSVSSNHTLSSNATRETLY
GPR55 antagonists: GPR55 antagonists blocking LPI-driven arrestin recruitment, primary screen, imaging, U2OS, beta-arrestin-GFP, LPI agonist (AID 2013) | U2OS GPR55 beta-arrestin-GFP translocation imaging, LPI antagonism; higher % means a stronger effect | one-dose inhibition, % at 10 µM; IC50 in µM for titrated hits | 290,000 compounds, 0.13% hits;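 active = spots per cell inhibited over 60%, with over 100 cells counted and total cytoplasm intensity under 500,000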;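 also: U2OS cells stably carrying GPR55 and arrestin-GFP stimulated by 5 µM LPI near EC80; imaged beta-arrestin-GFP aggregate spots per cell after agonist stimulation; plate controls were LPI-stimulated DMSO wells for no effect and DMSO wells without LPI for full effect; some results filed as inactive read as strong as hits; confirmed hits need IC50 under 10 µM and bright autofluorescent wells are also inconclusive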
Rac1 GTP hydrolysis: MgcRacGAP GTPase-activating activity inhibitors, confirmation, biochemical, ADP Hunter fluorescence; MgcRacGAP-stimulated Rac1 GTP hydrolysis, ADP Hunter fluorescence; higher % means a stronger effect; GST-tagged Rac1 F28L mutant substrate; inhibition, % at 30 µM; hits with a dose series show IC50 in µM; 340,000 compounds, 0.6% hits; AID 624330;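 active = first-screen hits whose inhibition reached a set limit at any dose in the follow-up dose series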;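 also: fluorescence reports GDP produced by GAP-driven GTP hydrolysis; strong numbers were not always called active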
LYP inhibition: inhibitors of LYP phosphatase, biochemical, fluorescence intensity, uHTS (AID 1779) | recombinant LYP phosphatase, fluorescence intensity; higher % means a stronger effect | inhibition, % at 11.5 µM, or IC50 in µM where a hit was titrated | 290,000 compounds, 0.054% hits; in the data active = inhibition above about 50%;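 also: plate controls were vehicle with enzyme for no effect and no enzyme for full effect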
Large T inhibition: TAg ATPase/helicase activity blockers – biochemical (AID 1903); inhibition, % at 20 µM, or IC50 in µM where a hit was titrated; SV40 large T antigen ATPase/helicase inhibition assay; higher % means a stronger effect; 310,000 compounds, 0.39% hits; in the data active = a potency from the dose series; also: strong numbers were not always called active
T cell modulator: modulates CD8 T cell binding to vesicles; 2C CD8+ T cell-vesicle binding, flow cytometry; hits give low values; 330,000 compounds, 0.068% hits; calls only at 7 µM;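 active = response, share of CD8 T cells binding vesicles, and their 90th percentile fluorescence all below set limits, cut at about 80% in these data, passing the limit was not always enough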
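Assay system: 2C TCR transgenic mouse naive CD8+ T cells, MACS-purified | Read-out: CD8+ gate FL2 mean fluorescence as % of same-row positive control | Signal: High-throughput flow cytometry with anti-B7-1 and anti-CD8 staining | Timing: Binding step 1.5 h, 37 °C, antibody labelling 20 min, ice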
GPR55 activation: GPR55 agonists via beta-arrestin recruitment, primary screen, imaging, U2OS cells, beta-arrestin-GFP redistribution (AID 1961). U2OS GPR55 beta-arrestin-GFP redistribution imaging; higher % means a stronger effect. activation, % at 10 µM; hits with a dose series show EC50 in µM. 290,000 compounds, 0.048% hits;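 active = activation above 40% with more than 50 cells counted in the well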;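 also: U2OS osteosarcoma cells stably expressing GPR55 and beta-arrestin-GFP; plate controls were DMSO negative control for no effect and LPI positive control for full effect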
Hep lipid drop: modulators of hepatic lipid droplet formation | AML12 mouse hepatocytes, oleate lipid droplets, BODIPY imaging | 240,000 compounds, 0.4% hits | inhibition, % at 6.5 µM;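 active = lipid droplet intensity inhibited by at least 50%, with more than 500 cells counted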
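Assay system: AML12 hepatocytes (mouse); Probe or stimulus: oleic acid at 100 µM to induce lipid droplet formation; Dosing: compound at 6.5 µM only; Schedule: compound with oleate, overnight; Detection: fluorescence imaging, 20x objective, two fields per well; Measure: % inhibition of lipid droplet signal.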
GPR35 antagonists: GPR35 antagonists blocking zaprinast-driven arrestin recruitment, primary screen, imaging, U2OS, beta-arrestin-GFP, zaprinast agonist (AID 2058) | U2OS GPR35 beta-arrestin-GFP translocation imaging, zaprinast antagonism; higher % means a stronger effect | one-dose inhibition, % at 10 µM; IC50 in µM for titrated hits | 290,000 compounds, 0.052% hits;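 active = inhibition of at least 50% with at least 30 cells and total cytoplasm GFP at most 10,000,000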
Hep lipid drop cells 6.5 µM: also measured in Hep lipid drop; calls as there; cell count; measured here: cell count, cytotoxicity flag;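 cells counted across two imaged fields per well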
T cell modulator vesicle-bound %: further read-out of T cell modulator, marked with its call; double positive events, %; measured here: CD8+ vesicle-bound cell fraction;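 binding gate set so that unloaded-vesicle control wells show 10% double positive cells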
NTR1 ag cell count 20 µM: second read-out of NTR1 ag, no call of its own (marks repeat the call); cell count; measured here: cell count, cytotoxicity flag
Starred values were filed as active, the others as inactive; i = inactive; . = no result given.

The line under a structure holds: GPR55 antagonists	T cell modulator	GPR35 antagonists	NTR1 ag	Rac1 GTP hydrolysis	GPR55 activation	NTR1 ag cell count 20 µM	Large T inhibition	Hep lipid drop cells 6.5 µM	Hep lipid drop	LYP inhibition	T cell modulator vesicle-bound %
O=C(NCCCn1ccnc1)c1ccc(S(=O)(=O)N2CCOCC2)cc1
 : 4%	i	-3%	-0.3	0%	0.1%	62	9%	689	14	-4%	39
CC(=O)CCc1ccc(OCCCOc2cccc3cccnc23)cc1
 : -8%	i	-20%	2.9	-6%	0.2%	54	11%	861	-13	-7%	49
Cc1sc2ncnc(NCC(O)c3ccccc3)c2c1C (centres undefined)
 : -1%	i	-2%	1.7	10%	-0.1%	52	6%	791	1	-6%	21
Cn1ccnc1SCCNC(=O)CCc1nnc(CCCCc2ccccc2)o1
 : 3%	i	-4%	-0.8	6%	-0.2%	52	3%	596	-14	-14%	63
O=C(NCc1ccccn1)c1ccccc1OCc1ccc(F)cc1
 : .	i	.	-1.2	8%	.	60	3%	.	.	.	56
COc1cc(NC(=O)c2cc(S(=O)(=O)N3CCCCC3)c[nH]2)cc(OC)c1
 : 7%	i	-6%	0.5	-3%	-0.1%	48	.	749	6	-8%	36
COC(=O)c1c(C)[nH]c(C(=O)OC(C)C(=O)N(C)C2CCCCC2)c1C (centres undefined)
 : .	i	.	3.6	4%	.	52	9%	.	.	.	20
COc1ccc(CCNC(=O)CSc2n[nH]c(C)c2[N+](=O)[O-])cc1OC
 : 14%	i	9%	-1.6	6%	-0.1%	58	12%	751	2	-7%	20
Cc1cccc(NC(=S)NCCN(C2CCCCC2)C2CCCC2)c1
 : 39%	i	-4%	2.7	13%	0.1%	60	11%	710	-9	-6%	17
CSc1nnc(CSc2cc(C)nc(N(C)C)n2)o1
 : -7%	i	-15%	1.7	4%	-0.2%	64	6%	680	5	-5%	54
NC(=O)c1ccc(NC(=O)CN2CCN(C(=O)c3ccco3)CC2)cc1
 : 19%	i	33%	0.1	14%	0.0%	65	7%	696	8	-10%	26
Cn1c(=O)c2c(nc(NCC(O)CO)n2CCc2ccccc2)n(C)c1=O (centres undefined)
 : -3%	i	-7%	0.2	1%	0.0%	50	3%	801	2	-1%	18
NS(=O)(=O)c1ccc(NC(=O)COc2ncnc3sccc23)cc1
 : 0%	i	4%	2.7	5%	0.4%	43	6%	693	0	1%	45
CC(C(=O)Nc1ccccc1-c1ccccc1)N1CCOCC1 (centres undefined)
 : 2%	i	0%	0.0	10%	0.0%	51	-7%	744	-5	-7%	6
Cc1cc(C)cc(N(C(=O)c2csnn2)C(C(=O)NC2CCCCC2)c2cccnc2)c1 (centres undefined)
 : 3%	i	3%	1.0	-3%	0.7%	51	6%	636	0	-17%	24
COc1cccc(Cn2cnc3c(NS(=O)(=O)c4cccc(Cl)c4Cl)c(C)c(C)cc32)c1
 : -10%	i	6%	-0.1	2%	-0.3%	97	5%	539	-16	3%	18
CC(NC(=O)CCN1C(=O)c2ccccc2C1=O)c1ccccc1 (centres undefined)
 : 3%	i	-2%	0.4	8%	0.3%	70	2%	791	-1	-8%	45
O=c1cc(CN2CCOCC2)c2cc(Cl)c(O)cc2o1
 : -5%	i	16%	-1.2	10%	0.2%	47	5%	821	18	-18%	35
COc1cc2ccccc2cc1C(=O)NNC(=O)c1ccccc1O
 : -11%	i	1%	1.3	9%	-0.1%	48	4%	843	10	-5%	13
C=CCSc1nc(-c2ccccc2)c2cc(Cl)ccc2n1
 : 1%	i	-7%	3.3	-11%	0.1%	33	4%	675	-2	0%	14
COc1ccccc1CNC(=O)c1ccccc1C(=O)NC(CC(C)C)C(=O)NCc1ccccc1OC (centres undefined)
 : 7%	i	8%	2.0	9%	0.3%	66	14%	712	-2	-9%	21
Cc1cnc(C)c(N(C)NC(=S)Nc2ccccc2)n1
 : 9%	i	16%	-0.9	-1%	-0.1%	68	8%	637	-15	-2%	45
O=c1c2ccccc2[nH]c(=S)n1C1CCCCC1
 : 14%	i	7%	2.8	4%	-0.1%	48	6%	.	.	0%	19
COC(CNC(=O)c1ccc(CS(=O)(=O)c2ccc(Br)cc2)o1)OC
 : -15%	i	-6%	-1.8	4%	-0.1%	88	21%	418	3	-5%	37
Cc1ccc(C(=O)N/C(=C/c2ccco2)C(=O)NCCc2c[nH]c3ccccc23)cc1
 : 3%	i	-3%	-0.9	10%	-0.4%	40	3%	649	-27	4%	51
COc1ccc(CCNC(=O)c2cnc(C)cn2)cc1
 : 22%	i	11%	-1.0	10%	-0.1%	68	8%	885	4	-7%	8
CCN1CCN(Cc2ccc(NC(=O)c3cc(NC(=O)c4nccnc4N)cc(OC)c3)cc2C(F)(F)F)CC1
 : -5%	i	3%	15	10%	-0.1%	39	-1%	708	31	-4%	39
CCOC(=O)N1CCN(C(=O)CCc2ccc(S(=O)(=O)NCCc3ccccc3)cc2)CC1
 : -4%	.	-5%	-1.7	4%	-0.1%	75	-2%	748	-1	-3%	.
CCOc1ccc(C(CCc2ccccc2)NC(=O)c2ccccc2OC)cc1OCC (centres undefined)
 : 4%	i	6%	4.4	6%	0.0%	71	6%	797	1	-6%	21
Cc1ccc(O)c(C2=Nc3ccccc3N=C(c3ccc([N+](=O)[O-])cc3)C2)c1
 : 2%	i	-16%	2.4	3%	0.1%	39	-85%	599	-4	8%	26
O=Cc1cn(CCOc2ccccc2F)c2ccccc12
 : 26%	i	20%	1.3	11%	-0.2%	59	11%	867	19	-6%	50
O=C1c2ccccc2C(=O)N1CCc1ccccc1
 : .	i	.	0.8	6%	.	51	10%	.	.	.	36
CC(Oc1ccccc1)C(=O)N=Nc1c(O)[nH]c2ccc([N+](=O)[O-])cc12 (centres undefined)
 : 18%	i	-12%	9.1	7%	-0.2%	75	5%	694	3	8%	44
COc1ccc2c(CC(=O)NCc3cccs3)coc2c1
 : -13%	i	-8%	-1.2	3%	-0.1%	44	8%	660	-3	-5%	21
COC(=O)c1ccc(CSc2nncn2N)cc1
 : 10%	i	-1%	1.3	4%	-0.3%	32	8%	669	-6	-1%	61
CC(=O)Oc1ccc(CC(C(=O)O)N2C(=O)c3ccccc3C2=O)cc1 (centres undefined)
 : -1%	i	6%	2.0	5%	0.4%	94	8%	827	-22	6%	19
c1ccc(-c2noc(CN3CCN(c4cnccn4)CC3)n2)cc1
 : 7%	i	18%	-0.8	3%	-0.3%	41	3%	707	15	-10%	27
O=C1N=C(c2ccccc2)S/C1=C\c1cccs1
 : 1%	i	-8%	-0.6	19%	-0.1%	44	30%	796	5	1%	35
Cc1sc(NC(=O)c2cccc(N3C(=O)CCC3=O)c2)nc1-c1ccccc1
 : .	i	.	0.9	10%	.	70	2%	.	.	.	30
Cc1cc(NC(=O)CSc2nncn2-c2ccccc2)no1
 : -8%	i	-3%	0.7	1%	0.3%	54	-1%	717	-1	-6%	7
Oc1ccccc1Cn1c(-c2ccccc2O)nc2ccccc21
 : -2%	i	-4%	14	7%	-0.2%	89	1%	787	-4	-4%	54
CCC(=O)Nc1ccc(C(=O)COC(=O)CCN2C(=O)C3CC=CCC3C2=O)cc1 (centres undefined)
 : .	i	.	1.8	5%	.	50	14%	.	.	.	32
COCCNC(=O)CN(c1ccc(C)cc1)S(=O)(=O)c1ccccc1
 : 6%	i	-16%	0.1	12%	0.2%	52	2%	.	.	-7%	13
COC(=O)c1ccccc1NC(=O)NCc1cccnc1
 : 13%	i	-6%	0.2	-2%	0.2%	73	-1%	767	5	-3%	48
C=CC1=C2C=C(C3CC3)N(C3CC3)C=C2C(=O)C(C)(OC(=O)c2ccco2)C1=O (centres undefined)
 : .	i	.	-2.8	-21%	.	78	23%	.	.	.	17
O=C(Nc1nnc(C2CCCC2)s1)C1CCC1
 : 19%	i	-2%	3.2	10%	-0.2%	49	-2%	.	.	-3%	26
CCOc1ccc(S(=O)(=O)N(CC(=O)NCC2CCCO2)c2ccc(F)cc2)cc1 (centres undefined)
 : 6%	i	-5%	1.8	5%	0.1%	59	8%	717	-8	-7%	46
CC(=O)Nc1ccc(S(=O)(=O)Nc2cccc(-c3cn4c(n3)SCC4)c2)cc1
 : 8%	i	2%	0.9	11%	0.2%	81	20%	683	5	-6%	52
Cc1ccc(NC(=S)N(CCN(C)C)Cc2cc3cccc(C)c3[nH]c2=O)cc1
 : 7%	i	-11%	5.9	6%	-0.3%	38	8%	610	11	4%	44
Cc1ccc(-c2c[nH]c(=S)n2-c2ccccc2)cc1
 : 16%	i	-6%	-0.3	7%	-0.3%	41	7%	690	-1	-5%	5

Remaining list, next part:
The line under a structure holds: GPR55 antagonists	T cell modulator	GPR35 antagonists	NTR1 ag	Rac1 GTP hydrolysis	GPR55 activation	NTR1 ag cell count 20 µM	Large T inhibition	Hep lipid drop cells 6.5 µM	Hep lipid drop	LYP inhibition	T cell modulator vesicle-bound %
N=C1SCC(=O)N1c1nc(-c2ccccc2)cs1
 : 4%	i	11%	0.8	2%	0.2%	48	4%	.	.	1%	28
CNC(=O)CCSc1ccc(C)cc1
 : 11%	i	-6%	-1.4	9%	-0.1%	99	4%	729	-4	-6%	35
COc1ccccc1NC(=O)C1CCCN(S(=O)(=O)c2ccccc2)C1 (centres undefined)
 : 0%	i	-12%	-0.7	3%	-0.2%	54	5%	761	-2	-7%	14
Nc1nonc1C(=O)NCCN=Cc1cc(Cc2ccccc2)cc(Br)c1O
 : 8%	i	-4%	31	15%	0.0%	80	12%	.	.	-7%	48
CSCCC(NC(=O)c1ccco1)C(=O)NC1CCCCCC1 (centres undefined)
 : .	i	.	1.8	6%	.	69	0%	.	.	.	28
O=C(CN1CCN(c2ncc(C(F)(F)F)cc2Cl)CC1)NC(=O)NCc1ccccc1
 : -8%	i	-4%	2.4	6%	0.0%	43	7%	.	.	-13%	19
CN(CC(=O)Nc1ccccc1Cl)C(=O)COC(=O)c1nc(Cl)ccc1Cl
 : .	i	.	-0.1	7%	.	57	20%	.	.	.	56
